# Bioassay records (PubChem)
# HEK293 viab = reduces viability of HEK-293 SNCA reporter cells | HEK-293-SNCA-luc viability, GF-AFC fluorescence, 24 h | Potency, µM (titrated, usually from 57.1 µM), inactives show at the highest dose activity change, negative = cytotoxicity, usual class: cytotoxic | 150,000 tested, 0.12% active;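 also: potency is read from the fitted curve at half-maximal effect; 0% = DMSO-treated cells and -100% = medium-only wells without cells; nearly all actives have a fitted effect of over 30% in size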
#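 HEK-293-SNCA-luc cells (1500/well) plated 24 h, then exposed 24 h to a dilution series; GF-AFC added 30 min at 37C, fluorescence 405/540 nm; normalised to medium-only and DMSO wells, Hill fit.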
# IP6K1 inh = IP6K1 kinase inhibition | 140,000 tested, 0.81% active | IP6K1 kinase, ADP-Glo luminescence, 2 h; active compounds read low | activity change, % (series mostly up to about 58 µM); in the data active = activity change below about -25%
# Target sequence (Q92551 whole entry, looked up): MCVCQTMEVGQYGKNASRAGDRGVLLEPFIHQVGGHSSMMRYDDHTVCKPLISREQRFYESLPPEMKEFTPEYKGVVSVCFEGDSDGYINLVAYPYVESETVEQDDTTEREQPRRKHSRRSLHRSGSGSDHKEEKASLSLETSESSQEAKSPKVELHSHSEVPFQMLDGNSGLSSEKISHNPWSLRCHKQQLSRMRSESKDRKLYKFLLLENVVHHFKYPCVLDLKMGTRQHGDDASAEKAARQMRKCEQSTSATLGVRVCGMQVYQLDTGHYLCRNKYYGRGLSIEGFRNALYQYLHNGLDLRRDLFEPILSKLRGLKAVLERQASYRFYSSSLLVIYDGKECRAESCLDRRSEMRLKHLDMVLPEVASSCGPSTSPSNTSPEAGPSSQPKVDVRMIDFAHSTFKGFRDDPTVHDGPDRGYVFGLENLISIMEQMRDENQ
#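 ADP-Glo luminescence measures ADP made by human IP6K1 during a 2 h RT reaction with ATP/IP6 (mix at 1.3 mM/130 uM); top library doses 57.5 and 19.1 uM final.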
# Luciferase inh = Photinus pyralis luciferase inhibition; Potency, µM (doses to about 115 µM), for the others: at the top dose activity change, negative = inhibition, actives largely listed as inhibitors; 76,000 tested, 2.5% active; purified P. pyralis luciferase, luminescence, biochemical; AID 1347043; P08659; also: potency is read from the fitted curve at half-maximal effect; nearly all actives have a fitted effect of over 65% in size
#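 Cell-free enzyme assay, 10nM P. pyralis luciferase, luciferin and ATP each at 10uM. Inhibition profiled over a 6-point titration, read as luminescence.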
# HEK cytotox = HEK 293 cell cytotoxicity; HEK 293 viability, ATP luminescence (CellTiter-Glo), 48-72 h; Potency, µM (doses to about 115 µM), without a hit: at the top dose activity change, negative = cytotoxicity, actives largely listed as inhibitors; 94,000 tested, 6.6% active; AID 1345083; also: potency is read from the fitted curve at half-maximal effect; nearly all actives have a fitted effect of over 60% in size
#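 Viability of HEK 293 cells, plated at 250 cells/well, was judged by cellular ATP after compound treatment for 48 or 72 hr. Luminescence was imaged 10 min after CellTiter-Glo addition at room temperature.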
# GPT2 inhibitor = inhibitors of human GPT2 alanine aminotransferase; Q8TD30; Recombinant GPT2, coupled pyruvate oxidase/HRP Amplex Red fluorescence; Potency, µM (series often up to 57.7 µM), for inactives: at the highest dose activity change, negative = inhibition, actives largely listed as inhibitors; 100,000 tested, 0.25% active; also: potency is read from the fitted curve at half-maximal effect; nearly all actives have a fitted effect of over 60% in size; many of its hits are not listed in these tables
# Target sequence (Q8TD30 whole entry, looked up): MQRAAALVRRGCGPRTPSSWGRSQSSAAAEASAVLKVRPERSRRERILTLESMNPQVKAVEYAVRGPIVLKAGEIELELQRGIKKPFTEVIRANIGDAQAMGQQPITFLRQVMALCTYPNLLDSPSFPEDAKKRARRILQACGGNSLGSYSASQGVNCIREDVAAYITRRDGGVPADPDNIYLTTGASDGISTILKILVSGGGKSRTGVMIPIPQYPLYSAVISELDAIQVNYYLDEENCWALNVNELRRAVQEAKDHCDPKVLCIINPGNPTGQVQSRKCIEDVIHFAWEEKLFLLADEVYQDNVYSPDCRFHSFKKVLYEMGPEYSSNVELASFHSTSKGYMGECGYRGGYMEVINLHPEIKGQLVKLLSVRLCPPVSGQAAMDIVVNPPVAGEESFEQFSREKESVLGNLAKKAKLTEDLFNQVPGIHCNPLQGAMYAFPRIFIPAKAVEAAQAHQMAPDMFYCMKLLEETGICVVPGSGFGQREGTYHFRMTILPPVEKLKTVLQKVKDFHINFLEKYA
#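 Recombinant GPT2 (10ng/uL) with 250uM a-KG and 2mM L-alanine, 30 min at room temperature, in HEPES pH 7.5 buffer. Pyruvate detected by pyruvate oxidase/HRP/Amplex Red fluorescence after 30 min in the dark; AOA (50uM) as positive control.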
# SNCA expr inhib = reduces expression of the alpha-synuclein gene | 140,000 tested, 0.17% active | Potency, µM (top dose mostly 57.2 µM), for inactives: at the top dose activity change, negative = inhibition, usual class: inhibitors | HEK-293 SNCA-luciferase knock-in, luminescence, 24 h;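 also: potency is read from the fitted curve at half-maximal effect; plate controls were DMSO cells for no effect and cell-free wells for full effect; nearly all actives have a fitted effect of over 45% in size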
# NIH3T3 tox = cytotoxic compounds in NIH 3T3 cells. NIH 3T3 viability, CellTiter-Glo ATP luminescence, 48-72 h. Potency, µM (highest dose often 96.7 µM), without a hit: at the highest dose activity change, negative = cytotoxicity, most hits filed as inhibitors. 94,000 tested, 4.3% active; also: potency is read from the fitted curve at half-maximal effect; nearly all actives have a fitted effect of over 55% in size
#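 Cytotoxicity is measured as loss of cellular ATP: NIH 3T3 cells (400/well) are exposed to compound for 48 or 72 hr at 37 °C, then CellTiter-Glo luminescence is imaged after 10 min at room temperature.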
# Active calls of the source: *; i = inactive; ? = inconclusive; . = no result given; [ ] = dose if it differs, or a comment. Unless noted, calls follow the shape of the dose curve; as a rule, active = well fitted curve in the direction sought with a large enough effect; inconclusive = small, poorly fitted or top-dose-only effect, or another doubt; inactive = no such curve, though single readings can be large; an effect the other way counts as inactive or inconclusive. Unless noted, % is scaled to controls: 0 for no effect and ±100 for the full control effect. This is a subset; the hit share may differ from the screen's.
# Start of the data: the first nine entries (preview)
SMILES,HEK293 viab,IP6K1 inh,Luciferase inh,HEK cytotox,GPT2 inhibitor,SNCA expr inhib,NIH3T3 tox
CCOc1cc(C(=O)NC2CCN(c3cc(-c4ccc(OC)cc4)[nH]n3)C2)cc(OCC)c1OCC (stereo not drawn),-28%,-3,5%,40µM*,-8%,2%,22µM*
COc1cccc(-c2noc(-c3cc4ccccc4oc3=O)n2)c1OC,1%,26,.,.,.,66%[activator],.
CC(C)OCCCNC(=O)c1ccc(-n2c(-c3ccccc3)cc3c2CCCC3)cc1,-4%,3,.,.,.,?,.
Cc1nn(C)c(C)c1CNC(=O)C1CC(=O)N(c2n[nH]c3cccc(F)c23)C1 (stereo not drawn),19%,15,-11%,-4%,i,3%,-4%
Cc1ccc(Nc2ccnc(N3CCCN([S+](=O)([O-])c4ccc(C)cc4)C3)n2)cc1,7%[12.5 µM],-8,.,?,-2%,74%[activator],?
Cc1c(C(C)NC(=O)c2cc(CC(C)C)nn2C)cnn1-c1ccccc1 (stereo not drawn),-11%,8,-6%,-81%,0%,-28%,-42%
CCc1ccccc1Nc1cc(C(=O)NCCCN(C)C2CCCCC2)c2ccccc2n1,-19%,-14,.,.,.,-25%,.
CCOC(=O)c1cc(S(=O)(=O)Nc2ccc(Br)c(C)c2)[nH]n1,17%,15,.,.,.,8%,.
Cc1ccc(-n2c(C3CCN(C(=O)COc4ccc(Cl)cc4C)CC3)n[nH]c2=O)cc1,9%,14,-2%,?,i,1%,-78%

# Main list, repeating the preview:
SMILES,HEK293 viab,IP6K1 inh,Luciferase inh,HEK cytotox,GPT2 inhibitor,SNCA expr inhib,NIH3T3 tox
CCOc1cc(C(=O)NC2CCN(c3cc(-c4ccc(OC)cc4)[nH]n3)C2)cc(OCC)c1OCC (stereo not drawn),-28%,-3,5%,40µM*,-8%,2%,22µM*
COc1cccc(-c2noc(-c3cc4ccccc4oc3=O)n2)c1OC,1%,26,.,.,.,66%[activator],.
CC(C)OCCCNC(=O)c1ccc(-n2c(-c3ccccc3)cc3c2CCCC3)cc1,-4%,3,.,.,.,?,.
Cc1nn(C)c(C)c1CNC(=O)C1CC(=O)N(c2n[nH]c3cccc(F)c23)C1 (stereo not drawn),19%,15,-11%,-4%,i,3%,-4%
Cc1ccc(Nc2ccnc(N3CCCN([S+](=O)([O-])c4ccc(C)cc4)C3)n2)cc1,7%[12.5 µM],-8,.,?,-2%,74%[activator],?
Cc1c(C(C)NC(=O)c2cc(CC(C)C)nn2C)cnn1-c1ccccc1 (stereo not drawn),-11%,8,-6%,-81%,0%,-28%,-42%
CCc1ccccc1Nc1cc(C(=O)NCCCN(C)C2CCCCC2)c2ccccc2n1,-19%,-14,.,.,.,-25%,.
CCOC(=O)c1cc(S(=O)(=O)Nc2ccc(Br)c(C)c2)[nH]n1,17%,15,.,.,.,8%,.
Cc1ccc(-n2c(C3CCN(C(=O)COc4ccc(Cl)cc4C)CC3)n[nH]c2=O)cc1,9%,14,-2%,?,i,1%,-78%
Cc1nc(N2CCCC2)c2c(C(=O)Nc3cccc(Cl)c3)c(C)oc2n1,6%,-12,.,.,.,30%,.
CCCC(=O)O[C@@H]1[C@@H]2[C@@H](OC(C)=O)[C@]3(C)C(=O)[C@H]4[C@@H](OC(C)=O)C(C)(C)C[C@H]4[C@]3(C)C(=O)[C@@]2(OC(C)=O)C[C@@H]1C,0%[23.9 µM],9,.,.,i,.,.
CCOc1ccccc1C(=O)N1CCCN(C)c2ccccc21,?,-14,2%,?,i,1%,-9%
Cc1ccc(CN2C(=O)SC(Nc3ccccc3)C2=O)cc1 (stereo not drawn),-6%,-10,.,.,.,-11%,.
Cc1cc(=O)n(CCN2CCOCC2)c(N2CCCC2)n1,1%,7,-4%,6%,i,2%,i
O=C(NCC(F)(F)F)c1ccc2c(c1)C1(CCN(CC3CC3)C1)CN2Cc1ccccc1 (stereo not drawn),-1%,19,16%,?,-1%,-13%,?
O=C(c1ccc2c(c1)CCCC2)N1CCN(c2nc3c(F)cccc3s2)CC1,8%,3,.,.,.,-17%,.
CC(C)C1=NOC2(CCN(S(C)(=O)=O)CC2)C1,-4%[87.6 µM],0,.,i,i,-8%[87.6 µM],i
O=[S+]1([O-])NCC2(CCN(Cc3ccc(C(F)(F)F)cc3)C2)Nc2ccccc21 (stereo not drawn),15%,-2,-4%,?,3%,11%,?
CC(=O)c1ccc(N2C(=O)N(CC(=O)c3ccc(F)cc3)c3ccccc3S2(=O)=O)cc1,?,21,.,.,.,?,.
COc1ccc(S(=O)(=O)NCc2cccn2Cc2cccc(C)c2)cc1OC,-1%,13,.,.,.,1%,.
CN(Cc1ccccc1)C(C(=O)NC1CCCCC1)c1ccc(Cl)cc1 (stereo not drawn),15%,31,.,.,.,24%,.
COc1ccc(OC)c(S(=O)(=O)Nc2cc3c(C(C)=O)c(C)oc3c3ccccc23)c1,-7%,3,.,.,.,-6%,.
COCc1cc(CC2(NC(C)C)COC2)no1,6%[87.6 µM],12,0%[230 µM],-5%[230 µM],-1%[88.5 µM],8%[87.6 µM],-11%[230 µM]
c1ccc(-c2nc(CC3CCCNC3)no2)nc1 (stereo not drawn),1%,5,-1%,-4%,i,-6%,-8%
NCc1ccccc1-c1ccccc1F,-2%[87.6 µM],-10,.,-20%[172 µM],-1%[88.5 µM],-13%[87.6 µM],-10%[138 µM]
# Going on with the list:
SMILES,HEK293 viab,IP6K1 inh,Luciferase inh,HEK cytotox,GPT2 inhibitor,SNCA expr inhib,NIH3T3 tox
CCc1cccc(C)c1NC(=O)c1cc(S(=O)(=O)N2CCN(c3ccccc3)CC2)ccc1F,11%,21,.,.,.,3%,.
O=C(N[C@@H]1CN(Cc2ccc(F)cc2Cl)C[C@H]1CO)C1CCC1,?,-1,2%,-2%,-1%,24%,-8%
COCCN1C(=O)CS(=O)(=O)C12CCN(C(=O)Cc1ccccc1C)CC2,4%,-2,-3%,i,3%,-20%,i
Cc1ccc(NC(=O)CCc2nc(-c3ccccc3F)no2)c(C)c1,6%,13,.,.,.,-12%,.
CCNC(=O)c1coc(COc2ccc3c(c2)C(c2cccc(F)c2)N(C(=O)C(C)(C)C)CC3)n1 (stereo not drawn),-9%,10,4%,?,-3%,-29%,?
CC(NC(=O)c1ccc2c(c1)CCN2S(=O)(=O)c1ccc(Cl)cc1)c1ccccc1 (stereo not drawn),6%,15,.,.,.,9%,.
C/C=C(\C)C(=O)OCC1OC(OC2OC(CO)C(O)C(O)C2O)C(O)C(O)C1O (stereo not drawn),21%[23.9 µM],1,.,.,?,.,.
CC(C)C(C)(C)C(C)(C)C(C)(C)S,-7%,12,.,.,1%[88.5 µM],-17%,.
Cc1cccc(NC(=O)c2ccc(F)c(S(=O)(=O)N3CCC4(CC3)OCCO4)c2)c1,1%,15,.,.,.,46%[activator],.
Cc1cc(C)cc(NC(=O)CSc2nc3nccnc3c(=O)n2CCc2c[nH]c3ccccc23)c1,-10%,11,.,.,.,-14%,.
Cc1ccccc1OC1(C(=O)O)CCN(c2cncc(C(N)=O)n2)CC1,8%,5,9%,-6%,i,-29%,-9%
CCCN1CCCCC12Cc1ccccc1CN(C(=O)CNC(C)=O)C2 (stereo not drawn),4%,-10,.,-1%,0%,15%,5%
CN(C)C[C@@H]1CN(C)C[C@H]1NC(=O)NCc1ccc(OC(F)(F)F)cc1,2%,6,2%,?,0%,-12%,?
Cc1cccc(N(CC(=O)NCCSc2ccc(Cl)cc2)S(=O)(=O)c2ccccc2)c1C,-8%,0,.,.,.,?,.
O=C(CSc1oc(-c2ccco2)nc1S(=O)(=O)c1ccc(Cl)cc1)c1ccccc1,5%,13,.,.,.,-9%,.
O=C(Nc1cccc(Br)c1)N1CCC(n2cnnc2C2CC2)C1 (stereo not drawn),-5%,21,0%,3%,i,-7%,0%
COc1ccc(CNC(=O)[C@@H]2COCC(=O)N2Cc2ccc(OC)cc2OC)cc1,-3%,-1,-3%,-1%,i,-14%,5%
COC(=O)c1cn([C@H]2CO[C@H]3[C@@H]2OC[C@H]3OC(=O)Nc2ccccc2)nn1,-1%[87.6 µM],-7,3%[172 µM],-1%[172 µM],i,-9%[87.6 µM],-11%[174 µM]
O=C(NC1CCCC1)N1CCC(C(=O)N2CCCC(c3nc4ccncc4[nH]3)C2)CC1 (stereo not drawn),-2%,7,.,?,-2%,-2%,-16%
COCCn1c(=O)c(C(=O)N2CCN(C(=O)OC)CC2)nc2cccnc21,2%,7,.,i,i,-16%,0%
CC(=O)N1Cc2ccccc2OC2(CCN(C(=O)N(C)C)CC2)C1,-3%,10,.,i,i,-2%,i
CCOC(=O)c1cccc(NS(=O)(=O)c2ccc(-c3coc(C)n3)cc2)c1,-3%,11,.,.,.,-8%,.
Cc1cc2c(-c3ccccc3)nc(-c3c(C)noc3C)cc2[nH]1,-3%[87.6 µM],-20,-2%[172 µM],?,?,27%[87.6 µM],?
COc1ccc(N(C)C(=O)c2cc3c(s2)-c2c(C)cccc2OC3)c(OC)c1,-1%,14,.,.,.,24%,.
CCCn1c(=N)c(C(=O)NCc2ccccc2)cc2c(=O)n3cccc(C)c3nc21,?,-6,.,.,.,2%,.
# (list continues)
SMILES,HEK293 viab,IP6K1 inh,Luciferase inh,HEK cytotox,GPT2 inhibitor,SNCA expr inhib,NIH3T3 tox
CO[C@H]1C(=O)N(C(C)C)[C@H]1C1CCN(C(=O)c2ccsc2)CC1,1%,7,3%,0%,-6%,-1%,-8%
CCN(CC)c1ccc(C(=O)NCc2ccc3c(c2)CCN3C(=O)c2ccccc2)cc1,5%,-12,.,.,.,?,.
CCCN1CCCC2(Cc3ccccc3CN(C(=O)C3CCN(C)CC3)C2)C1 (stereo not drawn),-10%,-2,.,-17%,i,4%,-20%
Cc1ccc(C2Cn3nnc(C(=O)N4CCN(C(=O)c5cc(Cl)ccc5F)CC4)c3CO2)cc1 (stereo not drawn),-1%,-15,-1%,?,-8%,?,?
COCC(=O)N1C[C@@H]2C[C@H]1C(=O)N(Cc1ccccn1)c1ccccc1O2,-1%[87.6 µM],-3,13%[172 µM],4%[172 µM],i,-5%[87.6 µM],i
O=C(Nc1ccc2nc(SCC(=O)N3CCOCC3)sc2c1)c1cccc(Br)c1,?,-3,.,.,.,-17%,.
COc1ccccc1OCC(=O)Nc1nc(-c2ccc(Br)cc2)ns1,1%,10,.,.,.,-1%,.
CCN1CCN(CC(O)COc2cccc(CNCc3cnn(CC)c3)c2)CC1 (stereo not drawn),-7%,1,14%,-11%,-4%,-12%,-22%
